High-throughput results: PubChem BioAssay, National Center for Advancing Translational Sciences (NCATS)
TR SRC2 fluor cs – Texas Red fluorescence interference in TRb-SRC2 counter-screen; TRb/SRC2 Texas Red total fluorescence interference; Potency, µM (series often up to 106 µM), for inactives: top-dose fluorescence change, negative = quenching; actives 0.29% (n = 280,000); active means well fitted curve in either direction with a large enough effect; inconclusive means small, poorly fitted or top-dose-only effect
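Flags fluorescent or light-absorbing compounds by total fluorescence, S + 2P, at 555 nm excitation and 632 nm emission. Mixture: 20 nM Texas Red SRC2 peptide, 0.6 uM human TRb LBD, 1 uM T3, 5% DMSO; compound exposure 5 h at ambient temperature.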
RECQ1 helicase – RECQ1 (human) helicase inhibition; Potency, µM (top dose mostly 57.3 µM), inactives show top-dose activity, negative = inhibition, usual class: inhibitors; actives 0.54% (n = 240,000); RECQ1 DNA unwinding, red fluorescence kinetic read; AID 2549;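 further: plate controls were vehicle for no effect and no enzyme for full effect; nearly all actives have a fitted effect of over 30% in size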
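50 nM RECQ1T1 preincubated 15 min with compound in Tris pH 8.0 buffer with MgCl2, DTT, Tween-20 and 2.5 ug/ml poly(dI-dC); started with 200 nM TAMRA/BHQ-2 forked duplex and 2 mM ATP. Unwinding read as fluorescence (525/598 nm), two reads 2 h apart.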
KDM4E inh – blocks human JMJD2E demethylase activity | JMJD2E catalytic domain, FDH-coupled NADH fluorescence (FDH is formaldehyde dehydrogenase) | Potency, µM (titrated, usually from 57.1 µM), for the others: top-dose activity change, negative = inhibition, hits mostly inhibitors | actives 1.6% (n = 230,000); active means well fitted inhibition curve with a large enough effect, not every such curve was filed as active; inconclusive means small, poorly fitted or top-dose-only effect, or another doubt; inactive means no such curve, though single readings can be large or run the other way;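 further: 0% = wells with enzyme and -100% = buffer wells without enzyme; nearly all actives have a fitted effect of over 50% in size; many of its hits are not listed in these tables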
Target sequence (B2RXH2 1-337 limits assumed): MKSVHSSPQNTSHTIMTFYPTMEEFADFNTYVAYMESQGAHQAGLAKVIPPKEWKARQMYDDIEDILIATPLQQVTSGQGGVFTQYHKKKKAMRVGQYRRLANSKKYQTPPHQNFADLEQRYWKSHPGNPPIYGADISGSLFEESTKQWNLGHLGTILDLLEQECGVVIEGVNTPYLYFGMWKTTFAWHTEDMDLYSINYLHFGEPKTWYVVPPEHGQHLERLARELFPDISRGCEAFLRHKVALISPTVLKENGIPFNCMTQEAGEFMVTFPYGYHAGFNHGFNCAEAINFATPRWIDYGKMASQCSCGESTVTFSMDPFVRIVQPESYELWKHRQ
RGS12 GoLoco inh – RGS12 GoLoco-Gai1 interaction inhibition | P63096 | Gai1:RGS12 GoLoco peptide FP, rhodamine, 10 min | Potency, µM (highest dose often 61.6 µM), for the others: at the highest dose activity, negative = inhibition, actives largely listed as inhibitors | actives 0.44% (n = 230,000) | AID 880; active means well fitted inhibition curve with a large enough effect, not every such curve was filed as active; inactive means no such curve, though single readings can be large or run the other way; further: nearly all actives have a fitted effect of over 30% in size; many of its hits are not listed in these tables
Target sequence (P63096 whole entry, looked up): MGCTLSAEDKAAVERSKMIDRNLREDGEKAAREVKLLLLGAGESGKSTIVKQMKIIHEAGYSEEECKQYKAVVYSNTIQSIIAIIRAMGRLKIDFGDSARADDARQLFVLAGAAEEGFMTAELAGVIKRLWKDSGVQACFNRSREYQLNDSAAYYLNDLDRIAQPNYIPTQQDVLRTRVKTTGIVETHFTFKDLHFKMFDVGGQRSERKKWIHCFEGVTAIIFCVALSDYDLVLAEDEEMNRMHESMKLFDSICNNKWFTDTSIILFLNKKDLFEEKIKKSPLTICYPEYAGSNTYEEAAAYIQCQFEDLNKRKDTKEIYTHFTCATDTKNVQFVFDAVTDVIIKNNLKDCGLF
TRb SRC2 PPI – TRbeta-SRC2 interaction inhibition. Potency, µM (doses to about 106 µM), without a hit: at the top dose activity change, negative = inhibition, hits mostly inhibitors. P10828. AID 1469. TRbeta-SRC2 peptide binding, fluorescence polarization; receptor liganded with 1 µM T3. actives 0.065% (n = 280,000);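 further: plate controls were bound peptide for no effect and peptide without receptor for full effect; nearly all actives have a fitted effect of over 50% in size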
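Decrease in fluorescence polarization of 20 nM Texas Red SRC2 coactivator peptide flagged inhibition of its binding to 0.6 uM TRb LBD; 1 uM T3 included, incubation 5 hr, ex 555/em 632 nm.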
Tau fibril ThT – tau fibrillization inhibition (ThT binding) | Potency, µM (series often up to 57.4 µM), inactives show top-dose activity, negative = inhibition, actives largely listed as inhibitors | P10636 | recombinant tau K18 P301L, heparin-induced fibrillization, ThT fluorescence | AID 1460 | actives 2.1% (n = 270,000); further: nearly all actives have a fitted effect of over 55% in size
Target sequence (P10636 561-689 P618L limits assumed): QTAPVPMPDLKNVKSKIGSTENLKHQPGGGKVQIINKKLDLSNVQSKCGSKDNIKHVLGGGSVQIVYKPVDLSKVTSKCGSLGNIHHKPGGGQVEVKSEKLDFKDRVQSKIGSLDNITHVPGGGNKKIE
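Using a mix of unlabeled (15 uM) and Alexa 594-labeled (0.24 uM) tau K18 P301L, heparin-triggered fibrillization over 6 hr at 37 C was scored by ThT fluorescence.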
L3MBTL1 block – inhibitors of human L3MBTL1. Q9Y468. AlphaScreen L3MBTL1–H3K9me1 peptide binding. Potency, µM (titrated, usually from 57.1 µM), for inactives: top-dose activity, negative = inhibition, usual class: inhibitors. actives 0.66% (n = 230,000). AID 485360; further: nearly all actives have a fitted effect of over 60% in size
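L3MBTL1 50 nM + b-AHA-H3(1-15)K9me1 75 nM, 30 min RT; compound added, 30 min RT; streptavidin donor/Ni-chelate acceptor beads 10 ug/mL each final, 30 min RT dark; AlphaScreen read.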
Tau FP inhib – tau fibrillization inhibition (FP). AID 1468. actives 0.39% (n = 280,000). K18 P301L tau heparin fibrillization, Alexa594 FP, 6 h. Potency, µM (highest dose often 57.7 µM), for inactives: at the highest dose activity, negative = inhibition, usual class: inhibitors; further: nearly all actives have a fitted effect of over 55% in size
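Quantitative HTS format: compounds meet 15 uM recombinant K18 P301L tau and Alexa 594-tau tracer in 100 mM sodium acetate pH 7; 20 uM heparin triggers fibrillization at 37 C over 6 hr; FP gives the signal.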
* = called active by the depositor; i = inactive; u = inconclusive; x = not tested or not shown; & = joins results of further samples; [ ] = another dose, or the depositor's remark. Unless noted, the call rests on the fitted dose curve; in most records, active means well fitted curve in the direction sought with a large enough effect; inconclusive means small, poorly fitted or top-dose-only effect, or another doubt; inactive means no such curve, though single readings can be large; an effect the other way counts as inactive or inconclusive. Unless noted, on the % scale 0 is the no-effect control and ±100 the full control effect; potency means the concentration at half of the fitted maximal effect. These rows are one share of the data (hit frequency here may not be typical).

SMILES	TR SRC2 fluor cs	RECQ1 helicase	KDM4E inh	RGS12 GoLoco inh	TRb SRC2 PPI	Tau fibril ThT	L3MBTL1 block	Tau FP inhib
CC(C)c1ccc(N(CC(=O)NCC2CCCO2)C(=O)Cn2nnc(-c3cccs3)n2)cc1 (stereo not given)	-2%	-1%	-5%	-1%	-4%	-18%	-3%	0%
CCOc1ccc2nc(N(Cc3cccnc3)C(=O)c3ccco3)sc2c1	1%	x	x	x	-4%	-8%	x	-3%
COc1ccc(-n2c(=O)[nH]cc(C(=O)Nc3ccc4c(c3)OCCO4)c2=O)cc1	-4%	-2%	-8%	8%	2%	-12%	3%	-1%
CC1=C(C)C(=O)N(c2ccccn2)C1=O	-1%	i	-1%	-13%	-2%	-2%	7%	-1%
Cc1cc([N+](=O)[O-])ccc1NC(=O)c1ccc(NC(=O)C(C)C)cc1	1%	i	5%	-11%	3%	u	0%[11.4 µM]	-1%
Cc1cc(C)nc(NS(=O)(=O)c2ccc(NC(=O)CCN3C(=O)c4ccccc4C3=O)cc2)n1	-3%	-7%	-4%	2%	-10%	-4%	11%	3%
Cc1ccc(OCC(=O)NNC(=O)CCc2ccccc2)cc1	-3%	-6%	-4%	15%	-2%	-4%	-2%	0%
CCc1nc2ccccc2[nH]1	-2%	i	5%	-16%	1%	-6%	x	-3%
CC(C)=N/N=C(\c1cccc([N+](=O)[O-])c1)C12CN3CN(CN(C3)C1)C2	1%	5%	13%	8%	-4%	-1%	8%	0%
Cc1cc(-c2nnc(-c3cc4ccccc4oc3=O)o2)c(C)n1-c1ccccc1	1%	-15%	u	15%	-2%	u	-3%	1%
CCOC(=O)c1c(NC(=O)CSc2nnnn2-c2ccc3c(c2)OCCO3)sc(C)c1C	1%	1%	-13%	13%	-22%	-4%	0%	-11%
c1ccc2c(c1)nc(N1CCOCC1)c1nncn12	-5%	i	0%	16%	-4%	-7%	x	0%
CCN1C(=O)N[C@@H](c2ccccc2)[C@H](C(=O)OC)[C@H]1C	-1%[11.2 µM]	-7%[11.5 µM]	4%[11.4 µM]	7%[14.2 µM]	1%[11.2 µM]	-8%[11.5 µM]	x	2%[11.6 µM]
C/C(=N\NC(=O)CCCC(=O)O)c1c(-c2ccccc2)c2cc(Cl)ccc2[nH]c1=O	-2%	3%	-10%	-37%	-1%	-1%	-11%	-3%
Cc1nnc2ccc(-c3cccc(NS(C)(=O)=O)c3)nn12	-4%	-10%	u	-1%	1%	-1%	x	-3%
CCN(CC)S(=O)(=O)c1ccc2oc(C(=O)NCC3COc4ccccc4O3)c(C)c2c1 (stereo not given)	4%	-14%	u	2%	6%	-7%	-2%	0%
O=C(NN1CCCCC1)c1ccccc1	-4%	-3%	2%	3%	4%	3%	7%	-4%
CC(NC(=O)c1ccc(Br)o1)c1ccccc1 (stereo not given)	-3%	i	0%	9%	8%	-1%	5%	-1%
O=C(c1noc2c1CCc1ccccc1-2)N1CCc2ccccc2C1	-6%	-27%	-23%	8%	-1%	-14%	x	-1%
COc1ccc(Cn2c(=O)[nH]c3cc(C(=O)NCCCOC(C)C)ccc3c2=O)cc1	-1%	0%	u	-2%	1%	-8%	x	-7%
Cc1ccc(N=C(NOC(=O)c2ccccc2)c2nonc2N)c(C)c1	-3%	-8%	3%	-2%	0%	u	-1%	-9%
CSc1nc2ccc(NC(=O)c3c(F)cccc3F)cc2s1	-1%	-10%	2%	-5%	-11%	-10%	1%	1%
O=C(c1cccc2ccccc12)C1CCCN(C(=O)C2CCOCC2)C1 (stereo not given)	-2%	i	7%	-6%	-3%	4%	-2%	-2%
Cc1ccn2c(Nc3ccccc3C)c(-c3ccncc3)nc2c1	1%&-6%	-4%	u	5%	6%&4%	-16%&-4%	-4%	7%&2%
O=C(COC(=O)c1cccc(C(=O)OCC(=O)c2ccc(Br)cc2)n1)c1ccc(Br)cc1	1%	i	-9%	-16%	-26%	-10%	x	7%
Cc1ccsc1/C=N/N=C1\C(=O)Nc2ccccc21	0%	-1%	-4%	16%	3%	14µM*	-11%	9%
CN(C)c1ccc(NS(=O)(=O)c2cccc(Cl)c2)cc1	2%	1%	-18%	-25%	-1%	-20%	-4%	-1%
COc1ccccc1-c1c(C#N)c(N)nc2c1CCc1ccccc1-2	-3%	0%	-1%	4%	-3%	5%	44%[activator]	u
Cc1cc2c(cc1C)NC(c1ccccn1)C1=C(CC(C)(C)CC1=O)N2 (stereo not given)	1%	-16%	-24%	11%	-31%	-8%	3%	0%
O=C(Nc1ccc(Cc2ccncc2)cc1)C1CCC(N2C(=O)C3C4C=CC(C4)C3C2=O)CC1 (stereo not given)	0%	-7%	-1%	12%	7%	-5%	x	-2%
COc1ccc(COc2ccccc2C(=O)NCc2ccccc2)cc1F	-1%	i	2%	3%	11%	-2%	16%	0%
O=C(CN1C(=O)NC2(CCCCC2)C1=O)Nc1ccc2c(c1)CCC2	0%	-8%	-7%	-1%	3%	-5%	x	7%
Cc1ccc(S(=O)(=O)c2ccc(Cl)cc2)cc1S(=O)(=O)NC(C(=O)O)C(C)C (stereo not given)	-2%[53 µM]	-7%	7%	4%	-4%[53 µM]	3%	4%	-1%
COc1ccc(OCC(=O)N2CCN(c3cccc(Cl)c3)CC2)cc1	0%	i	7%	0%	1%	u	x	5%
CN(C)CCCN(C(=O)c1sc2ccccc2c1Cl)c1nc2c(F)cccc2s1	0%	-9%	1%	1%	4%	-4%	-4%	3%
COc1ccccc1CNC(=O)C1CCN(S(=O)(=O)c2ccc3[nH]c(=O)ccc3c2)CC1	2%	x	x	x	-3%	4%	x	9%
CCCCC(CC)CNC(=O)c1cc2ccccc2c(=O)o1 (stereo not given)	-3%	-7%	-3%	10%	-5%	-9%	26%	8%
O=C(Cn1c(=O)n2ncnc2c2c3c(sc21)CCCC3)c1ccccc1	1%	-8%	5%	13%	0%	-1%	6%	5%
CC(=O)N1CCN(C(=S)NC(=O)C23CC4CC(CC(C4)C2)C3)CC1	0%	-13%	16%	9%	0%	-4%	7%	1%
Cc1cc(-c2ccccc2)nc(N(C)NC(=O)c2ccc(Cl)cc2)c1S(C)(=O)=O	1%	-8%	u	-17%	1%	-7%	x	-2%

Pulled one by one from the entries so far, 3 records:
SMILES	TR SRC2 fluor cs	RECQ1 helicase	KDM4E inh	RGS12 GoLoco inh	TRb SRC2 PPI	Tau fibril ThT	L3MBTL1 block	Tau FP inhib
CCCCC(CC)CNC(=O)c1cc2ccccc2c(=O)o1 (stereo not given)	-3%	-7%	-3%	10%	-5%	-9%	26%	8%
COc1ccc(OCC(=O)N2CCN(c3cccc(Cl)c3)CC2)cc1	0%	i	7%	0%	1%	u	x	5%
CN(C)CCCN(C(=O)c1sc2ccccc2c1Cl)c1nc2c(F)cccc2s1	0%	-9%	1%	1%	4%	-4%	-4%	3%

Going on with the list:
SMILES	TR SRC2 fluor cs	RECQ1 helicase	KDM4E inh	RGS12 GoLoco inh	TRb SRC2 PPI	Tau fibril ThT	L3MBTL1 block	Tau FP inhib
CCC(CC)C(=O)Nc1cccc(C(=O)Nc2nccs2)c1	-3%	u	6%	0%	-12%	-10%	6%	7%
COC(=O)CCn1c(C)cc(C(=O)COc2ccccc2C(N)=O)c1C	1%	i	1%	-6%	-3%	-17%	-4%	-11%
CCN(CC(=O)Nc1c(C(=O)OC)[nH]c2ccccc12)c1ccc2c(c1)OCO2	-3%	0%	-16%	2%	9%	u	25µM*	u
COc1ccc(-c2cc(C(=O)O)c(C)o2)cc1OC	-5%	-14%	u	11%	-10%	-9%	-1%	7%
COC(=O)/C=C/C(=O)N1CCN(c2ccccc2)CC1	1%	-25%	-6%	-11%	-2%	u	2%	6%
O=S(=O)(NCC(c1cccnc1)N1CCN(Cc2ccccc2)CC1)c1ccccc1 (stereo not given)	-3%	-1%	1%	3%	9%	-6%	22%	0%
C(=N\c1c(-c2ccccc2)nc2n1CCS2)/c1ccccc1	-1%	15%	-13%	1%	-12%	22µM*	x	u
CCN(CC)S(=O)(=O)c1ccc(NS(=O)(=O)CC23CCC(CC2=O)C3(C)C)cc1 (stereo not given)	1%	-12%	-17%	-6%	8%	-4%	2%	2%
O=C(O)c1ccc([N+](=O)[O-])c(CS(=O)(=O)c2ccc(Cl)cc2)c1	-3%	13%	10%	14%	-10%	-3%	-25%	-4%
CCC(=O)N1CCc2cc(Br)cc(S(=O)(=O)CCC(=O)Nc3ccccc3C)c21	0%	x	x	x	-1%	-3%	x	-11%
O=C(c1ccc(S(=O)(=O)c2ccc(F)cc2)c([N+](=O)[O-])c1)N1CCCCCC1	2%	0%	10%	1%	-2%	-11%	8%	15%
CCOC(=O)C1CCCN(CC(=O)Nc2c(C(=O)OC)[nH]c3ccc(Br)cc23)C1 (stereo not given)	-2%	i	u	x	-12%	0%	1%	14%
CCc1ccccc1NC(=O)CN(C)C(=O)CSc1nn(-c2ccc(F)cc2)c(=S)s1	-1%	-6%	3%	5%	-1%	-9%	2%	5%
CCCN(CCC)S(=O)(=O)c1cc(Br)cc2c1N(C(=O)CC)CC2	1%	-1%	-12%	-6%	-22%	-6%	-5%	3%
CCC(CC)NC(=O)c1ccc(Cl)cc1	0%[53 µM]	-18%	15%	-2%	3%[53 µM]	1%	12%	3%
O=C(NCc1ccccc1)c1ccc2nnsc2c1	0%	-5%	-15%	10%	2%	-16%	5%	-16%
COc1ccc(-n2cc(C#N)c(=O)n(Cc3ccc(F)cc3)c2=O)cc1	-1%	1%	u	-11%	9%	-6%	-19%	6%
CCNC(=S)Nc1ccc(Cl)cc1	0%	3%	6%	-4%	10%	4%	6%	-4%
Cc1ccc(C(=O)N/N=C(\CC(C)C)c2ccccc2)cc1	-6%	-1%	147%[activator]	2%	-2%	u	2%	6%
CCOC(=O)/C(=C\c1ccc(Cl)cc1)c1nc2sc(C)c(C)c2c(=O)[nH]1	1%	-2%	7%	-6%	-3%	u	-2%	-3%
CC(C)N(C)C	-2%	0%	x	1%	2%	x	x	x
Cc1nnsc1C(=O)Oc1ccc(C#N)cc1	-3%	x	x	x	6%	u	x	-9%
